VP16 counter: counter-screen for ROR gamma inhibitors: Gal4-VP16 reporter; 310,000 compounds, 3.5% hits; Drosophila S2 Gal4-VP16 UAS-luciferase, luminescence, 20 h; AID 2546; Potency, µM (top dose mostly 53.6 µM), for inactives: top-dose activity, negative = inhibition, usual class: inhibitors;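 note: Gal4-VP16 expression switched on by copper sulfate through the metallothionein promoter; potency is the fitted concentration of half-maximal effect; % is set by controls: 0 for no effect and ±100 for the full control effect; nearly all actives have a fitted effect of over 50% in size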
ELG1 genotox: inducers of genotoxicity in HEK293T ELG1-luciferase cells. HEK293T ELG1-luciferase reporter, luminescence, 16 h. 330,000 compounds, 1.3% hits. Potency, µM (series often up to 46 µM), without a hit: at the top dose activity change, positive = activation, most hits filed as activators; note: potency is the fitted concentration of half-maximal effect; % of control where 0% means no effect; nearly all actives have a fitted effect of over 60% in size
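Cells (2,000/well) expressing the ELG1-luciferase fusion are dosed by pin tool and kept 16 hr at 37 °C, 5% CO2. Signal comes from ONE-Glo luciferase reagent after 30 min at room temperature.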
Giardia killer: Giardia lamblia killing. Giardia lamblia trophozoite viability. activity change, % at 7.66 µM, hits read low. 340,000 compounds, 0.15% hits. AID 540267; in the data active = activity change below about -80%; inconclusive = between about -30% and that limit;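 note: parasites exposed to compound for two days anaerobically before the ATP read; % is set by controls: 0 for no effect and ±100 for the full control effect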
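Luminescent ATP signal served as the viability read-out, measured 15-30 min after adding ATP detection reagent to trophozoites that had been incubated with compounds for 48 hrs at 37 deg C anaerobically at 100 cells/well.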
PKM2 act: activators of human pyruvate kinase M2 | purified PKM2, Kinase-Glo ATP luminescence, activation; response scale: 0% is enzyme alone, no compound | Potency, µM (highest dose often 57.5 µM), without a hit: at the top dose activation, hits mostly activators | 260,000 compounds, 0.34% hits | AID 1631; note: potency is the fitted concentration of half-maximal effect; % is set by controls: 0 for no effect and ±100 for the full control effect; nearly all actives have a fitted effect of over 55% in size
Target sequence (P14618 whole entry, looked up): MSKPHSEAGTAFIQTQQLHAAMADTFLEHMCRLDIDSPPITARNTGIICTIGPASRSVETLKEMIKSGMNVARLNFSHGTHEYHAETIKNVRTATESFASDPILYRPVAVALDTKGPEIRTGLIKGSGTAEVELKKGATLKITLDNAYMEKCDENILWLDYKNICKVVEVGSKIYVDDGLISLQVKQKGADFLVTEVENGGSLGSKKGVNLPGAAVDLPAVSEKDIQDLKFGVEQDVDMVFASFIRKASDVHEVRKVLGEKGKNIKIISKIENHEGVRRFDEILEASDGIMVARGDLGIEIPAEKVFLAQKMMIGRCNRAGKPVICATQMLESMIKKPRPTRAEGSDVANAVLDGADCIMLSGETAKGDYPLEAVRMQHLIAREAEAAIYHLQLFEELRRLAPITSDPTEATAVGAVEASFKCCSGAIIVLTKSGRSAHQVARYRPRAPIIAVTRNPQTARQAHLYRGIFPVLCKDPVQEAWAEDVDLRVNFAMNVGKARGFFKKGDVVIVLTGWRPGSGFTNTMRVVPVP
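Purified hPK-M2 (>95%) run at intermediate activity with 0.1 mM ADP and 0.5 mM PEP in 50 mM imidazole pH 7.2, KCl, MgCl2; 1 h room temperature. ATP formed read by Kinase-Glo luminescence; normalized to uninhibited and no-enzyme controls.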
Rab9 prom act: Rab9 promoter activation; Huh7 Rab9 promoter-luciferase reporter, luminescence, 24 h; 320,000 compounds, 2.8% hits; Potency, µM (doses to about 9.22 µM), without a hit: top-dose activation, negative = inhibition, usual class: activators; AID 485297; note: potency is the fitted concentration of half-maximal effect; % of control where 0% means no effect; nearly all actives have a fitted effect of over 60% in size
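Huh7 reporter line, Rab9 promoter upstream of luciferase. Compound exposure 24 h at 37 °C in reduced-serum medium with 10% FBS. Read-out: luminescence.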
FLuc modulator: firefly luciferase modulation, counter-screen for miR-21 project; P08659; AID 588342; Potency, µM (highest dose often 57.5 µM), without a hit: at the top dose activity change, negative = inhibition, hits mostly inhibitors; purified FLuc, Km substrates, luminescence inhibition; 360,000 compounds, 6.9% hits;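 note: potency is the fitted concentration of half-maximal effect; plate controls were vehicle for no effect and reference inhibitor for full effect; nearly all actives have a fitted effect of over 55% in size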
Target sequence (P08659 whole entry, looked up): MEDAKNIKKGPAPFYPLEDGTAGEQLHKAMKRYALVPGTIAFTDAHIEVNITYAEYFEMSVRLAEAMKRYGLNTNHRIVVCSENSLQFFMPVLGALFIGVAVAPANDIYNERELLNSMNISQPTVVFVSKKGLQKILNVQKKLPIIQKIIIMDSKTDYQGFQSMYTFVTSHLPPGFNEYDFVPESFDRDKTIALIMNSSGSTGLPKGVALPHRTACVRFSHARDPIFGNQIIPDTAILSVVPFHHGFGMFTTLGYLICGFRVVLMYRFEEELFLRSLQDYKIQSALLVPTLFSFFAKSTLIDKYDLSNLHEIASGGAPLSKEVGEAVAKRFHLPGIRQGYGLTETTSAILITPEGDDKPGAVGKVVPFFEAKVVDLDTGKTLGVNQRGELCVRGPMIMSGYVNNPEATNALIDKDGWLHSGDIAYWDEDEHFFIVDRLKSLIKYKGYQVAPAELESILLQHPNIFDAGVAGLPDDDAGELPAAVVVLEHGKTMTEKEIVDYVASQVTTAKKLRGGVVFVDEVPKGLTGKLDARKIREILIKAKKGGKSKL
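Purified P. pyralis luciferase, 10 nM final, with Km-level 10 uM D-luciferin and 10 uM ATP in 50 mM Tris acetate pH 7.5, 10 mM Mg acetate, 0.01% Tween-20, 0.05% BSA; 6-point qHTS titration about 60 µM downward; luminescence read.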
BRCA1 expr act: increases BRCA1 expression | MCF7-BRCA1-FFLuc reporter, luminescence, 48 h; response scale: scaled: vehicle 0%, 10 µM genistein 100% | Potency, µM (titrated, usually from 46.1 µM), for inactives: top-dose activation, usual class: activators | 380,000 compounds, 1.1% hits | AID 624202; note: potency is the fitted concentration of half-maximal effect; nearly all actives have a fitted effect of over 80% in size; some results filed as inactive show a strong effect at the top dose
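Luminescence from a BRCA1-driven firefly luciferase in MCF7 cells was read after 48 h compound exposure at 37 C. Data normalized against DMSO and a 10microM genistein activation control, then curve-fitted across the titration.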
NPC1 prom act: activates the NPC1 promoter; Huh7 NPC1 promoter luciferase reporter, 24 h; Potency, µM (highest dose often 9.22 µM), for the others: at the top dose activation, actives largely listed as activators; 320,000 compounds, 2.4% hits; AID 485313;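 note: potency is the fitted concentration of half-maximal effect; % of control where 0% means no effect; nearly all actives have a fitted effect of over 60% in size; reporter is driven by a mutant NPC1 promoter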
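Stable NPC1-promoter luciferase Huh7 line; cpd (DMSO) 24 h, 37 °C, 5% CO2; Amplite luciferase reagent 10 min RT; luminescence readout. qHTS format.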
Menin-MLL TR inh: menin-MLL binding inhibition, Texas Red mutant peptide; Menin + Texas Red MLL mutant peptide, fluorescence polarization; AID 1768; Potency, µM (top dose mostly 61.6 µM), without a hit: at the highest dose FP activity change, negative = inhibition, actives largely listed as inhibitors; 270,000 compounds, 0.23% hits; O00255; active = well fitted inhibition curve with a large enough effect in the polarisation, with a control signal flat, not every such curve was filed as active; inconclusive = small, poorly fitted or top-dose-only effect, or effect the other way, or a change in a side signal; inactive = no such curve, though single readings can be large or run the other way; the % refers to the polarisation; note: potency is the fitted concentration of half-maximal effect; % of control where 0% means no effect; many of its hits are not listed in these tables
p53 reactivation: restores transcriptional activity of mutant p53; 320,000 compounds, 0.063% hits; H1299 p53-A138V BP100-luciferase reporter, luminescence, 24 h; AID 504706; Potency, µM (doses to about 92.2 µM), without a hit: top-dose activity change, positive = activation, most hits filed as activators; note: potency is the fitted concentration of half-maximal effect; % of control where 0% means no effect; nearly all actives have a fitted effect of over 45% in size
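p53-null H1299 cells stably carrying temperature-sensitive p53-A138V and a BP100-luciferase reporter were pinned with compounds (4-point, 1:5 series) and held 24 hrs at 37 deg C. Luminescence was read 10 min after detection reagent.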
RORg inh: inhibitors of mouse ROR gamma transcriptional activity; P51450; Drosophila S2 Gal4-RORgamma UAS-luciferase reporter, 20 h; Potency, µM (highest dose often 53.6 µM), without a hit: at the top dose activity change, negative = inhibition, hits mostly inhibitors; 310,000 compounds, 5.4% hits; note: potency is the fitted concentration of half-maximal effect; % is set by controls: 0 for no effect and ±100 for the full control effect; nearly all actives have a fitted effect of over 60% in size
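Stably transfected Drosophila Schneider cells are the test system, with ROR gamma fused to Gal4 and luciferase under UAS control; luminescence is read after 20 hr of 700 uM copper sulfate induction at ambient temperature.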
Starred values were filed as active, the others as inactive; u = inconclusive; x = not tested or not shown; [ ] = remark or other dose. Unless noted, calls come from the whole dose curve; as a rule, active = well fitted curve in the direction sought with a large enough effect; inconclusive = small, poorly fitted or top-dose-only effect, or another doubt; inactive = no such curve, though single readings can be large; an effect the other way counts as inactive or inconclusive. Not all compounds are listed. The share of hits here may be higher or lower than overall.

SMILES	VP16 counter	ELG1 genotox	Giardia killer	PKM2 act	Rab9 prom act	FLuc modulator	BRCA1 expr act	NPC1 prom act	Menin-MLL TR inh	p53 reactivation	RORg inh
O=C(N/N=C/c1cccc(Br)c1)c1ccc(Cn2cc(Br)cn2)o1	-2%	2%	-10	7%	-3%	13µM*	-10%	2%	9%	-2%	u
Cc1c(NC(=O)c2cc3c(=O)n4ccccc4nc3s2)c(=O)n(-c2ccccc2)n1C	0%	0%	-7	-4%	0%	-1%	10%	-1%	x	0%	-5%
O=C1c2ccccc2NC(c2ccc(F)cc2)N1Cc1ccco1 (configuration not stated)	-2%	1%	-10	12%	0%	1%	3%	-3%	24%	-5%	13%
Cc1ccc(C(=O)OCC(=O)Nc2ccc3[nH]c(=O)[nH]c3c2)o1	x	-3%	-13	x	-1%	6%	-6%	-9%	x	1%	x
CCOc1ccccc1N1CC(C(=O)Nc2ccccc2CC)CC1=O (configuration not stated)	11%	-5%	-5	x	-3%	-1%	-44%	-7%	x	1%	-1%
COCCN(C(=O)Cn1nnc2ccccc21)C(C(=O)NC1CCCC1)c1cccc(OC)c1OC (configuration not stated)	-5%	3%	-11	2%	1%	0%	3%	-3%	u	21%	-5%
CN1C=CC=C/C1=C(\C#N)c1nc2ccccc2[nH]1	3%	-1%	12	-7%	1%	-17%	-13%	2%	-2%	-3%	21%
COC(=O)c1ccc(N2CCN(C)CC2)c(NC(=O)c2cccnc2)c1	-3%	0%	0	2%	5%	0%	-10%	-2%	9%	2%	10%
CC(OC(=O)CCN=C1NS(=O)(=O)c2ccccc21)C(=O)Nc1ccccc1F (configuration not stated)	x	0%	-1	x	-8%	0%	2%	2%	x	2%	x
Nc1nc(SCC(=O)Nc2ccc([N+](=O)[O-])cc2)[nH]c(=O)c1NC(=O)c1ccc(Br)cc1	-4%	9%	35[activator]	x	0%	-2%	9%	-5%	x	-4%	8%
CCOCCCNC(=O)C(c1ccccc1)N(Cc1ccc2c(c1)OCO2)C(=O)c1ccccc1O (configuration not stated)	-1%	-5%	-1	1%	-3%	-14%	4%	-9%	-17%	1%	31%
COc1ccc(-n2nc(C(=O)Nc3ccc4c(c3)OCO4)c3c4ccccc4n(C)c3c2=O)cc1	x	-2%	20	3%	-7%	-2%	-36%	-2%	-27%	7%	-6%[0.365 µM]
CN(C(=O)Nc1ccc(Cl)cc1Cl)C1CCCC1	17%	u	9	18%	4µM*	19µM*	u	u	0%	10%	-11%
COc1cc(C(=O)NCCC(C)C)ccc1OCc1ccc(Cl)cc1Cl	-6%	-7%	-19	11%	-7%	-17%	-48%	-6%	5%	-9%	u
COC(=O)CS(=O)(=O)c1cc(Br)cc2c1N(C(C)=O)CC2	-1%	-3%	-23	23%	-6%	2%	-21%	-2%	11%	6%	12%
COc1ccc(C)c2sc(=NC(=O)c3ccccc3)n(C)c12	26%	6.5µM*	41[activator]	3%	2.8µM*	2.1µM*	54%	u	13%	8%	4%
CCc1ccc(C2CC(c3ccc(Cl)cc3)=NNC2=O)cc1 (configuration not stated)	-6%	-2%	-16	-8%	6%	-2%	-23%	-1%	u	-4%	25%
CCOc1cc2[nH]c(=O)n(CCC(=O)NCc3ccc(OC)cc3)c(=O)c2cc1OCC	2%	10%	-10	-5%	-1%	0%	-5%[1.84 µM]	1%	0%	-1%	9%
COc1ccc(-n2cnc3c(cnn3CCC#N)c2=N)cc1	11%	18%	8	8%	10%	-17%	39%	16%	5%	x	-35%
CCN(CC)C(=O)C1CCCN(c2ccc([N+](=O)[O-])cc2)C1 (configuration not stated)	-12%	-3%	-10	-9%	0%	-2%	13%	-8%	-9%	-3%	15%
Cc1cc(NS(=O)(=O)c2c(C(=O)N3CCOCC3)c(C)n(C)c2C)ccc1Br	-1%	-3%	-19	-10%	0%	-1%	-18%	-3%	-12%	4%	12%
CC1CC(C)(C)N(C(=O)CN2C(=O)CCC2=O)c2ccccc21 (configuration not stated)	-5%	1%	4	5%	-7%	-1%	40%	1%	21%	3%	-35%
COc1ccc(/C=C2\SC(=O)N(CCNC(=O)CN3C(=O)NC4(CCCC4)C3=O)C2=O)cc1	x	4%	-7	x	24%	3%	60%	11%	x	9%	x
Cc1c(NC(=O)Nc2ccc(Cl)c(Cl)c2)c(=O)n(-c2ccccc2)n1C	1%	-10%	-3	-6%	-1%	0%	-9%	-2%	-2%	5%	25%
CC(C)NC(=O)c1ccc2c(c1)N(CC(=O)NC1CCCCC1)C(=O)C(C)(C)O2	1%	2%	1	-4%	-4%	1%	-20%	2%	0%	5%	-1%
CCOc1ccc(S(=O)(=O)NCCSc2ccccc2)cc1	1%	3%	7	11%	-4%	3%	10%	-1%	1%	-1%	-2%
Cn1c(SCC2CCCO2)nnc1-c1cccc([N+](=O)[O-])c1 (configuration not stated)	3%	0%	-3	-2%	-7%	1%	11%	-3%	3%	u	24%
O=C(O)CCC(=O)NN1C(=O)c2ccccc2NC1c1ccc(F)cc1 (configuration not stated)	4%	1%	18	2%	2%	8%	0%	1%	x	-2%	9%
CCCc1nc2ccccc2c(C(=O)OCC(=O)NCc2ccco2)c1CC	4%	-11%	6	-2%	-6%	-13%	-27%	1%	6%	1%	7%
N#Cc1c2n(c(=S)n(-c3ccc(OC(F)F)cc3)c1=O)CCCCC2	4%	12%	-3	-4%	-4%	-7%	-17%	-4%	18%	-5%	-5%
CCNC(=O)CCS(=O)(=O)c1ccc2ccccc2c1	-10%	1%	-13	-7%	-5%	0%	0%	-2%	6%	-6%	-12%
COC(=O)c1ccc(NC(=O)CN2C(=O)CCC2=O)cc1	4%	2%	1	4%	8%	0%	8%	-14%	5%	7%	-11%
Cc1ccc(C(=O)COC(=O)C(C)N2C(=O)C3C4C=CC(C4)C3C2=O)cc1 (configuration not stated)	8%	1%	3	-1%	-4%	u	-1%	8%	14%	9%	u
COc1cc(/C=C/c2nc3ccccc3s2)cc(OC)c1O	-9%	18µM*	-5	1%	u	19µM*	67%	7%	50%[activator]	u	-2%
Cc1noc(C)c1C(=O)N1CCCC(N2CCN(c3cccc(C(F)(F)F)c3)CC2)C1 (configuration not stated)	2%	-13%	8	0%	0%	-2%	-2%	0%	-14%	-12%	u
CCC(=O)c1ccc(OCC(=O)Nc2nn3cnnc3s2)cc1	-6%	7%	-13	-9%	1%	27µM*	19%	3%	1%	4%	-12%
CN(C)S(=O)(=O)c1cccc(NC(=O)COC(=O)COc2ccc(Br)cc2)c1	-3%	0%	14	5%	-5%	-17%	2%	-4%	x	-1%	8%
CCOC(=O)N1CCC(NS(=O)(=O)c2cc3c(cc2Cl)NC(=O)CO3)CC1	-1%[0.365 µM]	21%	3	3%	-7%	-1%	-5%	-3%	-5%	3%	u
COc1ccc(OC)c(NC(=O)COc2coc(CN3CCCc4ccccc43)cc2=O)c1	x	-7%	23	x	-12%	-1%	-19%	-1%	x	10%	x
O=C(O)c1ccccc1C(=O)OCCCc1ccncc1	x	4%	-16	x	-5%	1%	10%	-3%	x	-4%	x
CCCCCCC(=O)Nc1nc(C)c(-c2csc(Nc3cc(Cl)ccc3C)n2)s1	-6%	-3%	0	-1%	-4%	4%	-42%	-3%	u	-3%	-26%
CCOC(=O)C1(Cc2ccc(OC)cc2)CCN(C(=O)c2cc3ccccc3[nH]2)CC1	3%	2%	-4	-6%	2%	15µM*	-52%	2%	-12%	20%	36%
CCOC(=O)c1c(-n2c(C)cc(C=O)c2C)sc2c1CCCC2	1%	-2%	6	1%	0%	1%	-18%	-1%	u	5%	34%
CCCCOc1ccc(C(=O)NCC(=O)NC2CCC(C)CC2)cc1 (configuration not stated)	x	-1%	0	x	0%	7%	-26%	-2%	x	7%	x
CN(CC(=O)Nc1c(Cl)cccc1Cl)C(=O)CC1Sc2ccccc2NC1=O (configuration not stated)	x	0%	16	x	1%	-19%	-6%	-2%	x	11%	x
O=C(NCC1CCCO1)/C(=C\c1ccco1)NC(=O)c1ccc(Cl)cc1 (configuration not stated)	-2%	1%	0	-2%	-4%	4%	-5%	-6%	1%	4%	11%
O=C(NC1CCCCCCC1)c1cccs1	-16%	u	10	0%	u	u	u	u	-7%	20%	0%
Cc1cccc2nc(C(F)(F)F)nc(=O)n12	-14%	-4%	-9	-4%	-5%	2%	-12%	-6%	28%	0%	-10%

Screening results as filed in PubChem BioAssay.
